# Compound activity deposited in PubChem BioAssay by several laboratories.
# Fh CTSL1 inh = counter-screen for PFM18AAP inhibitors: inhibitors of F. hepatica cathepsin L1; recombinant F. hepatica cathepsin L1, Z-Leu-Arg-MCA fluorescence; inhibition, % at 5.96 µM; 0.49% of 300,000 active; AID 1906;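 active = inhibition above the mean of all tested compounds plus 3 SD, set per screening campaign, cut at about 17% in these data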;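 also: 0% = plate median of test compound wells and 100% = 1 µM Z-Phe-Ala-diazomethylketone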
# Efflux pump mplx = inhibitors of Candida antifungal efflux pumps expressed in yeast. S. cerevisiae Candida pump triplex, Nile Red efflux. inhibition, % at 10 µM. 0.44% of 330,000 active. AID 485275;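 active = plate passing quality check with inhibition over a set limit, or well fluorescence over plate mean plus 4 SD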;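 also: Nile Red retained in pooled yeast measured as flow cytometry median fluorescence; 0% = buffer negative control and 100% = Enniatin B positive control; higher means more Nile Red kept so more efflux inhibition; some compounds called inactive have numbers as strong as hits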
# PP5 inh = inhibitors of human protein phosphatase 5 (PP5) | inhibition, % at 6.7 µM | AID 1987 | 0.18% of 320,000 active | P53041 | purified PP5c, OMFP substrate fluorescence;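 active = inhibition above the campaign's mean inhibition across all tested compounds plus 3 SD, cut at about 9.5% in these data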;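 also: 0% = DMSO only and 100% = 100 µM cantharidin control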
# Target sequence (P53041 whole entry, looked up): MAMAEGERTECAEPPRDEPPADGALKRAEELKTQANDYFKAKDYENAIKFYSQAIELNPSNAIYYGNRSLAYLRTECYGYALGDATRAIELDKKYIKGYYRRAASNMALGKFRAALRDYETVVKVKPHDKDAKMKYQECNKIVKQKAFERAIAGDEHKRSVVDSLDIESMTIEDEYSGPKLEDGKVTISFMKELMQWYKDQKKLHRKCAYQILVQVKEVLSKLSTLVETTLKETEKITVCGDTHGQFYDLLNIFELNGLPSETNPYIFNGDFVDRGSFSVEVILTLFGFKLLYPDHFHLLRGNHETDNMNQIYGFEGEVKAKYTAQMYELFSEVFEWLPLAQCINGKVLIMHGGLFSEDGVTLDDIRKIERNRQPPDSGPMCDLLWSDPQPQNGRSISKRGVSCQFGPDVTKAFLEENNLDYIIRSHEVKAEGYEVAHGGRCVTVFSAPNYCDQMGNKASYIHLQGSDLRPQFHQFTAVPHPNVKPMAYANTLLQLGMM
# LYPLA2 counter = counter-screen for PME1 inhibitors: inhibitors of human LYPLA2; 0.38% of 320,000 active; O95372; recombinant LYPLA2, FP-Rh probe fluorescence polarization; AID 2177; inhibition, % at 5.9 µM;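 active = inhibition above the screen-wide mean plus 3 SD, limit set per campaign, cut at about 26% in these data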;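 also: 0% = LYPLA2 with DMSO and 100% = wells lacking LYPLA2 enzyme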
# HCV core dimer = blocks dimerization of HCV core protein. 0.33% of 300,000 active. TR-FRET GST/Flag-core106 dimerization, 1536-well. inhibition, % at 5 µM. AID 1899;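 active = inhibition above the mean of all tested compounds plus 3 SD, set per screening campaign, cut at about 45% in these data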
#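 Assay system: tagged HCV core106 pair (GST and Flag); medium: KF-containing HEPES buffer, pH 7.45, DTT, CHAPS, BSA; also added: Eu donor and XL665 acceptor anti-tag antibodies; dosing: 5 µM single dose; timing: compound-protein-antibody incubation 4 h at 22.5 °C; signal: TR-FRET 671 and 617 nm emission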
# PP1 inh = blocks human PP1-alpha phosphatase, a PP5 counter-screen | purified PP1alpha, OMFP fluorescence | 0.9% of 320,000 active | inhibition, % at 6.7 µM;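 active = inhibition above the mean inhibition of all tested compounds plus 3 SD, computed separately for each screening campaign, cut at about 15% in these data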
# GASC-1 inh = inhibitors of human GASC-1 (JMJD2C) demethylase. Q9H3R0. GST-JMJD2C(1-420) H3K9me3 demethylation, DELFIA europium. inhibition, % at 2.35 µM. 0.069% of 330,000 active. AID 2099;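 active = more than half of a compound's replicate wells show inhibition beyond 50%, single wells judged on their own value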;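 also: signal counts dimethyl H3K9 product captured on neutravidin plate; 0% = median of DMSO wells and 100% = 0.3 times that DMSO median; strong numbers were not always called active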
# Target sequence (Q9H3R0 1-420 limits assumed): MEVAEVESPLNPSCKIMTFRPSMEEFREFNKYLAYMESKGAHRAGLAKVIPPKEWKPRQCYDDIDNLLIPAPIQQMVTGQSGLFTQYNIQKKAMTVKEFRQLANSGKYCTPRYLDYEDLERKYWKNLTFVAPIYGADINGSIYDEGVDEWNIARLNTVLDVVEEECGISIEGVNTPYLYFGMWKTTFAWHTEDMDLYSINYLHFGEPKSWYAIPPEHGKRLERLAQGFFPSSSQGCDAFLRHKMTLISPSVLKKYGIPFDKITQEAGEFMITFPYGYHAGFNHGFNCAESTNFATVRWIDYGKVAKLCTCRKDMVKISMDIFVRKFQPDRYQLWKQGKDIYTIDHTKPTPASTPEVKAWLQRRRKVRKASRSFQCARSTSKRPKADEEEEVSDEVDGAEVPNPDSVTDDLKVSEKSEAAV
# PREPL inhibitor = human PREPL enzyme inhibition. Q4J6C6. recombinant PREPL, fluorescence polarization activity-based probe. inhibition, % at 5.96 µM. 0.68% of 320,000 active; in the data active = inhibition above about 43%;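 also: 0% = enzyme with DMSO and 100% = wells lacking enzyme; many of its hits are not listed in these tables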
# TPT1 inhibitor = inhibitors of Candida albicans tRNA 2'-phosphotransferase TPT1; recombinant caTPT1, FP RNA substrate dephosphorylation; inhibition, % at 5 µM; 0.81% of 300,000 active; AID 1962;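 active = inhibition above the mean of all tested compounds plus 3 SD, set per screening campaign, cut at about 24% in these data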;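 also: plate controls were DMSO alone for no effect and ferristatin control at 100 nM for full effect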
# Active calls of the source: *; / = no result given. Some of the compounds tested. The share of hits here may be higher or lower than overall.
SMILES,Fh CTSL1 inh,Efflux pump mplx,PP5 inh,LYPLA2 counter,HCV core dimer,PP1 inh,GASC-1 inh,PREPL inhibitor,TPT1 inhibitor
CCOC(=O)N1CCN(c2cc(=O)n(-c3ccc(OCC)cc3)c(=O)[nH]2)CC1,0,0.1,-0.4,-7,-3,0,-2,3,-2
CC1=C(C(=O)N2CCCC(C(=O)c3cccc4ccccc34)C2)OCCO1 (stereo not given),-3,-0.1,1.0,1,-2,-1,-1,18,-4
Cc1ccc(-c2onc3ccc(C(=O)O)cc23)cc1,-4,-0.1,1.1,5,-6,-1,-9,-1,-2
Cn1c(=O)c2c(ncn2CC(=O)OCC(=O)Nc2ccccc2)n(C)c1=O,0,0.0,-0.3,3,-2,0,-12,1,0
Cc1ccc(CC(=O)Nc2cccc([N+](=O)[O-])c2)cc1,-2,0.0,0.0,-7,9,-3,-1,6,-3
Cc1nc2nc(C)c(NS(=O)(=O)c3ccc(CC(C)C)cc3)c(=O)n2[nH]1,3,-0.3,-2.4,-5,-2,0,-2,18,-1
Cc1ccc(NC(=O)CN2CCN(Cc3ccccc3)CC2)cc1Cl,-3,-0.1,-1.7,-2,3,-6,-1,-21,3
CCOc1ccc(CN2CCN(Cc3ccc(C)o3)CC2CCO)cc1 (stereo not given),-3,-0.1,2.7,1,5,4,-43,-1,0
COc1cccc(C(C(=O)NCC2CCCO2)N(C(=O)Cn2nnc3ccccc32)c2ccccc2C(C)=O)c1OC (stereo not given),1,0.1,2.3,2,0,2,6,7,0
CC1CCN(C(=O)CSc2nnc(-c3cccnc3)o2)CC1,0,-0.1,-1.8,-4,-1,-2,9,9,2
Cc1nc2c(C)cccn2c1/C(O)=C1\C(=O)C(=O)N(CCN2CCOCC2)C1c1cccs1 (stereo not given),-1,0.0,2.0,2,7,-8,-4,-2,1
CN(C)c1ccc(S(=O)(=O)NCC(=O)NCc2ccccc2)cc1[N+](=O)[O-],2,-0.1,0.1,12,0,1,-21,7,-1
CCCCCCNC(=O)CC(NS(=O)(=O)c1ccc(NC(C)=O)cc1)C(C)C (stereo not given),1,-0.1,-1.9,4,-2,0,7,15,1
S=C(c1ccc(N2CCOCC2)cc1)N1CCOCC1,-2,0.3,2.0,2,-4,2,-2,0,2
Cc1cc(-n2c(SCC(=O)Nc3ccc(Br)cc3)nc3n[nH]c(C)c3c2=N)ccc1Cl,0,0.1,0.1,-10,13,-9,-4,10,-3
Cc1ccc(C2CC(c3cccs3)=NN2S(=O)(=O)c2ccc(C)cc2)cc1 (stereo not given),2,0.1,2.7,0,17,5,-3,-1,-1
CCN(CC(=O)Nc1ccccc1SC)Cc1nc2ccccc2c(=O)[nH]1,0,-0.2,1.1,-1,6,-3,-2,-3,1
COc1ccc2[nH]cc(C3N4CC5(C)CN3CC(C)(C4)C5=O)c2c1 (stereo not given),1,0.0,1.0,5,1,-2,-4,0,-1
O=C1C(O)CC2c3ccccc3CC3(CCCC3)N12 (stereo not given),-3,0.1,1.9,0,-3,-2,9,3,0
COc1ccccc1-c1nc2c3ccccc3nc(=S)n2[nH]1,0,0.0,-0.3,3,-5,-4,8,3,-3
CC1CN(S(=O)(=O)c2cccc(C(=O)N(C)C3CCN(C)CC3)c2)CC(C)O1 (stereo not given),/,-0.1,2.7,2,/,-1,-2,16,/
COc1ccccc1-n1ccnc(SCC(=O)NCc2ccccc2Cl)c1=O,5,0.1,-0.7,-5,1,-3,-3,-7,1
COc1ccc(C(C)=O)cc1CSc1nc2ccccc2c(=O)n1-c1cccc(C)c1,9,0.0,-4.5,-7,24,9,6,-3,-1
Cc1cc2oc(=O)cc(CN3CCCCC3C)c2c(C)c1Cl (stereo not given),2,0.1,3.5,-8,1,-1,-23,14,2
N#C/C(C(N)=O)=C1/SC=C(c2ccccc2)N1c1ccccc1,3,0.0,2.4,2,-6,-2,-13,17,-5
C(=N\Nc1nc2ccccc2[nH]1)/c1ccc2c(c1)OCCO2,3,0.0,2.5,0,-8,0,2,22,7
Cc1ncc([N+](=O)[O-])n1CC(=O)Nc1cccc(C(F)(F)F)c1,3,-0.1,-2.6,51*,-3,2,-6,11,-1
CCOC(=O)C1C(=O)OC2(CCOC(C)(C)C2)C1C(=O)OCC (stereo not given),7,-0.1,-2.3,5,-2,-3,-5,9,-8
CCCc1nnc(SCC(=O)Nc2ccc(Cl)cc2Cl)o1,3,-0.2,1.1,1,-18,1,-4,20,-3
COC(=O)Nc1ccc(S(=O)(=O)N2CCC(C(=O)NC3CCCCC3)CC2)cc1,1,0.7,-1.0,-5,-8,1,2,7,-1
CCCC(=O)Nc1ccc(Cl)c(NC(=O)c2cccnc2Cl)c1,-3,0.2,3.2,-1,-2,-1,7,-13,2
COc1cc(Cl)ccc1OCc1cc(C(=O)N2CCN(C)CC2)no1,0,0.1,1.6,4,-10,-2,3,14,-1
CC(Sc1nc(NCc2ccccc2)nc(N2CCOCC2)n1)C(=O)Nc1ccccc1 (stereo not given),1,0.0,1.2,2,9,5,-18,-7,-3
CCOC(=O)CSC1=C(C#N)C(c2sccc2C)CC(=O)N1 (stereo not given),-4,0.4,3.0,4,6,-7,3,18,-1
CCOc1ccc2nc(NC(=O)CSCC(=O)Nc3cc(C)on3)sc2c1,-2,-0.1,-0.3,-2,-7,-3,-3,4,1
Cc1cc(C)n2ncc(-c3cccc(Br)c3)c2n1,5,0.0,1.0,5,-19,-4,3,9,0
COc1ccc(N2C(=O)CSC2c2ccncc2)cc1 (stereo not given),2,0.0,-2.8,6,-1,-2,0,8,1
CCOC(=O)C1CCCN(CC(O)COc2ccccc2C(C)=O)C1 (stereo not given),2,0.2,1.9,4,4,-3,7,13,-1
C1=C(CCNC2=NCCCCC2)CCCC1,1,-0.1,-1.8,4,-9,-2,12,1,-3
COC(=O)c1cc2nc(-c3ccccc3)cc(C)n2n1,3,0.0,-0.8,3,38,-2,-1,-11,0
CN1CCCN(S(=O)(=O)c2cccc(Cl)c2Cl)CC1,4,0.0,2.0,-1,-3,-2,-20,-7,-3
Cc1ccccc1OCCN1C(=O)NC2(CCCc3ccccc32)C1=O (stereo not given),2,0.3,2.0,1,10,-1,2,14,1
O=S(=O)(Nc1ccc(S(=O)(=O)Nc2ccccc2)cc1)c1ccccc1,-3,0.3,-4.2,-2,3,-6,-9,5,3
Cc1ccc(NC(=O)CN(C)C(=O)CSc2nc(C)cs2)cc1,-1,-0.1,0.3,4,1,-5,3,-2,1
Cc1cc(C)nc(SCC(N)=O)n1,5,0.0,-0.8,2,0,-3,-12,14,1
O=C(NCC(O)c1ccccc1)c1cccs1 (stereo not given),-3,-0.2,0.1,2,1,-1,4,6,0
COc1ccc(CN2C(=O)C(CC(C)C)Nc3ncnc(N4CCN(c5ccccc5)CC4)c32)cc1 (stereo not given),5,0.2,1.6,2,26,4,9,-20,3
O=c1cc(CNCCCO)c2ccccc2[nH]1,3,0.0,1.0,6,3,0,-4,6,-4
CCN(Cc1ccccc1)C(=O)CN1C(=O)c2ccccc2C1=O,-6,-0.7,2.8,15,-6,4,-6,6,-3
COC(=O)CCSc1cc(NCCOC(C)=O)c([N+](=O)[O-])c2nonc12,-2,0.1,2.0,-4,-3,0,-3,-14,0

# Remaining list, next part.
SMILES,Fh CTSL1 inh,Efflux pump mplx,PP5 inh,LYPLA2 counter,HCV core dimer,PP1 inh,GASC-1 inh,PREPL inhibitor,TPT1 inhibitor
CC(=O)Nc1n[nH]c(-c2ccc(C)cc2)c1C,-4,-0.2,0.9,-2,-10,-2,44,1,0
COc1cc(C2C(C(C)=O)=C(O)C(=O)N2c2ccc(Br)cn2)ccc1O (stereo not given),1,0.2,-1.0,-7,1,6,-6,0,0
CCCCCSc1nc2c(c(=O)[nH]c(=O)n2C)n1CCc1ccccc1,5,-0.1,0.9,5,26,-2,-16,10,-1
O=C(CCc1nc2ccccc2[nH]1)Nc1ccc2c(c1)OCCO2,0,-0.2,0.7,3,-6,-2,0,-2,5
C/C(CC(=O)Nc1ccc(Cl)cc1C(F)(F)F)=N\NC(N)=S,0,0.1,0.2,0,1,-5,16,1,-4
CC(=O)N/C(=C\c1ccccc1)C(=O)OCC(=O)NC1CCS(=O)(=O)C1 (stereo not given),/,0.3,-1.5,-4,/,0,1,7,/
COc1cnn(-c2cccc(C)c2)c(=O)c1Cl,1,-0.1,3.3,2,-21,-3,2,-2,2
O=[N+]([O-])c1ccc(N/N=C/c2cccc(O)c2O)c(S(=O)(=O)N2CCOCC2)c1,2,-0.1,0.1,-5,5,2,-13,-2,-1
CCCCN(C(=O)c1ccc(-c2ccc([N+](=O)[O-])cc2)o1)c1c(N)n(CCCC)c(=O)[nH]c1=O,10,0.2,1.4,-8,10,6,3,10,5
NC(=O)c1ccsc1NC(=O)CCc1ccccc1,0,0.2,2.6,-7,-5,5,-34,10,-2

# A few values from the results shown.
# Fh CTSL1 inh result of O=[N+]([O-])c1ccc(N/N=C/c2cccc(O)c2O)c(S(=O)(=O)N2CCOCC2)c1 stands at 2
# Fh CTSL1 inh result of C/C(CC(=O)Nc1ccc(Cl)cc1C(F)(F)F)=N\NC(N)=S stands at 0

# New compounds follow.
SMILES,Fh CTSL1 inh,Efflux pump mplx,PP5 inh,LYPLA2 counter,HCV core dimer,PP1 inh,GASC-1 inh,PREPL inhibitor,TPT1 inhibitor
Cc1cccc(C)c1NC(=O)CSc1nnc(-c2ccco2)n1N,1,0.2,2.0,3,-7,2,3,7,2
Cc1cc(NC(=O)c2cccs2)ncc1NC(=O)C(C)(C)C,0,0.0,-0.5,3,5,-1,-1,5,-3
CC(C)(C)NC(=O)NC(=O)COC(=O)CNC(=O)C1CCCCC1,13,-0.1,-1.0,-4,-3,-4,18,-3,3
Cc1cccc(CCNC(=O)c2cc(S(=O)(=O)N3CCCCC3)c[nH]2)c1,-2,0.1,-5.3,3,9,7,-6,1,-3
Cc1cccc(C(=O)NCC(=O)OCc2nnc(-c3ccccc3)o2)c1,0,-0.1,-0.7,4,2,-1,11,4,0
O=C(CCN1CCCC1)Nc1ccccc1,2,0.5,-2.5,-8,4,2,13,5,0
CCCCn1c(O)c(N=NC(=O)c2ccncc2)c2cc(Br)ccc21,-7,0.1,-2.0,-3,-5,4,1,0,-1
O=C(Nc1cc(Cl)ccc1Cl)c1ccc(-c2ccccc2)cc1,2,-0.1,1.5,9,-1,-1,4,6,-2
COc1ccc(-c2cn[nH]c2C)cc1OC,-2,0.1,3.0,-3,-10,-9,-2,12,1
CC(=O)CSc1nc2c(c(=O)[nH]c(=O)n2C)n1CCCc1ccccc1,4,0.2,2.6,-4,-11,3,-34,6,-5
CCCN1C(=O)c2ccc(C(=O)Nc3ccc4c(c3)OCO4)cc2C1=O,-3,0.3,1.4,2,-12,2,-13,6,-3
Cc1ccc(S(=O)(=O)N2CCN(c3ccc([N+](=O)[O-])c4cccnc34)CC2)cc1,-5,0.2,2.3,2,6,7,3,-11,2
C/C(CCC(=O)O)=N/Nc1ccc([N+](=O)[O-])cc1[N+](=O)[O-],-1,0.6,3.2,1,-7,-9,-5,26,4
CCC(C)N(C(=O)CSc1nnc(-c2ccco2)n1C)C1CCS(=O)(=O)C1 (stereo not given),1,0.1,3.3,-6,1,-8,15,-8,-3
